High-throughput results from PubChem.
ERK EGF inh = inhibitors of EGF-stimulated ERK signaling pathway; HEK293-V1b, EGF-stimulated phospho-ERK AlphaScreen; Potency, µM (series often up to 11.5 µM), inactives show at the highest dose activity change, negative = inhibition, usual class: inhibitors; AID 1454; actives 0.41% (n = 130,000); active = well fitted inhibition curve with a large enough effect; inconclusive = small, poorly fitted or top-dose-only effect, or effect the other way;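 also: plate controls were stimulated vehicle wells for no effect and unstimulated vehicle basal for full effect; nearly all actives have a fitted effect of over 55% in size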
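EGF-stimulated (25 nM, 5 min) phospho-ERK in HEK293 cells stably expressing V1b, cells pretreated 30 min with compound at 37C. Homogeneous AlphaScreen read on lysates.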
Active calls of the source: *; ? = inconclusive; & = joins results of further samples; [ ] = remark or other dose. Potency is read from the fitted curve at half-maximal effect. This is a subset, so the mix of outcomes need not match the whole.

SMILES	ERK EGF inh
C#CCOCCOCCOCCNc1nc(N2CCN(C(=O)[C@H]([C@@H](C)CC)n3cc(CCCN=C(N)N)nn3)CC2)nc(N2CCN(C(=O)[C@H](C)n3cc(CCCN=C(N)N)nn3)CC2)n1	-0.8%
CC(=O)N(C)c1cccc([N+](=O)[O-])c1	4.3%
Cc1ccc(S(=O)(=O)Nc2cc(=O)[nH]c(SCC(=O)Nc3cccc(C)c3)n2)cc1	6.2%[57.5 µM]
Cc1[nH][nH]c(=O)c1C(c1cc2c(cc1Br)OCO2)c1c(C)[nH][nH]c1=O	1.4%
Cc1ccc(OCC(=O)NNC(=S)NC(=O)C(C)(C)C)c(Br)c1	-0.9%
CN(C)n1cccc1/C=C(\C#N)S(=O)(=O)c1cccc(Cl)c1	-2.8%[57.5 µM]
COc1ccccc1NC(=S)NC(=O)c1c(-c2ccccc2Cl)noc1C	5.5%
O=C(CSc1oc(-c2ccco2)nc1S(=O)(=O)c1ccc(F)cc1)NCC1CCCO1 (centres undefined)	4.1%
C/C(N)=C(/C#N)C(=O)CSc1nncn1-c1ccccc1	-2.8%
Cn1c(=O)c(C(=O)COC(=O)c2cc(-c3ccco3)nc3ccccc23)c(N)n(CC2CC2)c1=O	-0.5%&-1.2%
O=C(NNc1nc2c(F)cc(F)cc2s1)c1ccccc1	1.4%
CC(C)=CCC1=C(O)[C@](O)(CC=C(C)C)C(=O)C(C(=O)CC(C)C)=C1O	-0.8%
c1cncc(-c2nc(NCc3cccs3)c3ccccc3n2)c1	-1.2%
Cc1ccc2nc(C)cc(Nc3ccc([N+](=O)[O-])cc3)c2c1	-6.4%
COc1ccccc1NC(=O)Nc1cc(F)ccc1F	-12.1%
O=C(COC(=O)c1ccc(NS(=O)(=O)c2cccs2)cc1)NCC1CCCO1 (centres undefined)	9.4%
CCCCNC(=O)c1cc2ccccc2s1	-6.1%
COc1ccc(N=c2cc(-c3ccc(O)cc3)oc3ccccc23)cc1	?
O=C(Cc1ccc(-n2cccc2)cc1)NC1CCCCCC1	13.1%
CCc1nc(C)cc2c1sc1ccccc12	-10.4%[57.5 µM]
O=C(c1c(F)cccc1F)N1CCN=C1SCc1ccccc1	5.9%[57.5 µM]
CCOc1ccccc1NC(=O)C(OC(=O)c1ccc(N(C)C)cc1)c1ccccc1 (centres undefined)	-2.6%
Cc1cc(C)c2nc(Cl)c(Cl)nc2c1	-6.6%[57.5 µM]
COC(=O)N1CCC2(CCN(Cc3ccccc3)CC2)CC1	10.6%
CC(=O)COc1ncnc2c(Cl)cc(Cl)cc12	-2.1%
CCCCC1=CC2=C(c3ccco3)C(=O)C(C)(OC(=O)c3ccc(OC)cc3)C(=O)C2=CN1Cc1ccc(OC)cc1 (centres undefined)	0.2%[57.5 µM]
NC(N)=Nc1nc2ccc([N+](=O)[O-])cc2[nH]1	-7.7%[57.5 µM]
CCOC(=O)c1ccc2ncc(-c3ccccc3)nc2c1	1.7%
Cc1nc2cc(NS(=O)(=O)c3ccc(Br)cc3)ccc2n1C	-9.5%
COC(=O)CCN1CCN(S(=O)(=O)c2ccccc2Br)CC1	-1.7%
Cc1nn2c(Nc3ccccc3)c3c(nc2c1-c1ccccc1)CCC3	?
C#CCOCCOCCOCCNc1nc(N2CCN(C(=O)[C@H]([C@@H](C)CC)n3cc([C@@H](N)CC(C)C)nn3)CC2)nc(N2CCN(C(=O)[C@H]([C@@H](C)CC)n3cc([C@@H](N)CC(C)C)nn3)CC2)n1	-5.8%[57.5 µM]
O=C(O)CCC(=O)Nc1ccccc1C(=O)NCCc1ccccc1	2.0%
c1cncc(-c2nc(NCCCN3CCOCC3)c3c4c(sc3n2)CCC4)c1	-5.9%
Cc1cc(C)cc(NC(=O)C(OC(=O)c2sccc2C)c2ccccc2)c1 (centres undefined)	-2.4%
CCn1c(O)c(C=NC2CCCC(C)C2C)sc1=S (centres undefined)	?
O=C(Nc1ccccc1)N1CCCC2(CCN(C(=O)c3cc(C(F)(F)F)cc(C(F)(F)F)c3)CC2)C1	-3.9%
N=c1ccn(Cc2ccc(F)cc2)cc1	-12.0%[57.5 µM]
CN(C)C(=S)Nc1ccc(Br)c(Cl)c1	2.0%[57.5 µM]
COC(=O)/C(C#N)=C/c1occc1C	2.9%
CC(C)n1c(C(F)(F)F)nc2cc(C(=O)N3CCC(O)CC3)ccc21	-6.5%[57.5 µM]
O=C(Cn1nc(C(F)(F)F)c2c1CCC2)NCc1ccc(Cl)cc1	-4.7%
CCCCNC(=O)COc1ccccc1C(=O)c1cc(C#N)c(=O)n(CCOC)c1	-8.0%
CC(=O)NCCn1c(SCc2cccc([N+](=O)[O-])c2)nc2ccccc2c1=O	8.7%
O=C(NCc1ccncc1)/C(=C\c1ccc(F)cc1)NC(=O)c1ccccc1	0.3%
Nc1nc(-c2ccc(Cl)cc2)nn1C(=O)c1ccco1	-8.4%
COc1cc(/C=N/Nc2ccc(F)cc2F)cc(OC)c1O	-6.8%
CNC(=O)C1(CC(C)C)C=CCN1C(=O)c1ccccc1 (centres undefined)	-0.4%
Cc1ccc(S(=O)(=O)N2CCOCC2)cc1NC(=O)c1cc(-c2ccccn2)nc2ccccc12	4.2%[57.5 µM]
Cc1ccc(Nc2nc(N/N=C\c3ccc4c(c3)OCO4)nc(N3CCOCC3)n2)cc1	3.0%
CCOC(=O)N1CCc2c(sc3c2c(=O)n(Cc2ccccc2)c(=O)n3Cc2cccc(C)c2)C1	-1.4%
COc1ccc(CCNS(=O)(=O)c2cccc3nsnc23)cc1OC	5.5%[57.5 µM]
Fc1ccc(N2CCN(Cc3nnc(-c4ccccc4)o3)CC2)cc1	-0.5%
C#CCOCCOCCOCCNc1nc(N2CCN(C(=O)[C@H](CCCCN)n3cc([C@@H](N)C(C)CC)nn3)CC2)nc(N2CCN(C(=O)[C@H](Cc3cc4ccccc4[nH]3)n3cc([C@@H](N)CC(C)C)nn3)CC2)n1 (some centres undefined)	-5.3%[57.5 µM]
Nc1ncnc(Nc2cccc(Cl)c2Cl)n1	6.1%
C/C(=N\NC(=O)C1CC1)c1cccc(NC(=O)c2cccc(Cl)c2)c1	-5.7%
CC(=O)Nc1cccn(Cc2c(Cl)cccc2Cl)c1=O	-8.3%
O=C(O)/C=C/c1cn(-c2ccccc2)nc1-c1cc2ccccc2oc1=O	7.1%[57.5 µM]
O=C(NC1CC1)C1=C[C@@H](C2CCCCC2)C[C@@H](OCc2ccc(CO)cc2)O1	-4.4%[57.5 µM]
Cc1ccc2nc3sc(C(=O)Nc4c(C)[nH]c(=O)[nH]c4=O)c(N)c3cc2c1	1.1%

Ordered by the number under ERK EGF inh (smallest number first): 3 of the compounds above.
SMILES	ERK EGF inh
COc1cc(/C=N/Nc2ccc(F)cc2F)cc(OC)c1O	-6.8%
CCOC(=O)N1CCc2c(sc3c2c(=O)n(Cc2ccccc2)c(=O)n3Cc2cccc(C)c2)C1	-1.4%
CC(=O)NCCn1c(SCc2cccc([N+](=O)[O-])c2)nc2ccccc2c1=O	8.7%

In a second layout: entries from further up.
ERK EGF inh	SMILES
-8.4%	Nc1nc(-c2ccc(Cl)cc2)nn1C(=O)c1ccco1
0.3%	O=C(NCc1ccncc1)/C(=C\c1ccc(F)cc1)NC(=O)c1ccccc1
-5.7%	C/C(=N\NC(=O)C1CC1)c1cccc(NC(=O)c2cccc(Cl)c2)c1
6.1%	Nc1ncnc(Nc2cccc(Cl)c2Cl)n1
-0.4%	CNC(=O)C1(CC(C)C)C=CCN1C(=O)c1ccccc1 (centres undefined)

Further structures follow.
SMILES	ERK EGF inh
COc1ccc(OC)c(NC(=O)CCc2c[nH]c3ccccc23)c1	1.4%
COc1ccccc1NC(=O)CC1SC(=N)N(c2ccccc2)C1=O (centres undefined)	-4.4%
O=C(CSc1nnc2c(n1)[nH]c1ccccc12)Nc1cccc(S(=O)(=O)N2CCOCC2)c1	?
Cn1cnc([N+](=O)[O-])c1Nc1ccccc1O	4.6%
CC(C)C(=O)NN1c2ccccc2CCc2ccccc21	-13.2%[57.5 µM]
COc1ccc(Br)cc1/C=C\C(=O)NCc1cccnc1	2.9%
S=C(NCc1ccncc1)Nc1ccc(Cl)cc1	9.6%
COc1cc2c(cc1OC)-c1cc3nc4ccccc4nc3n1C(C)(C)C2	0.6%
COc1cc(C(=O)NC(=S)NNC(=O)[C@H]2C[C@@H]2c2ccccc2)cc(OC)c1OC	0.1%[57.5 µM]
CC(OC(=O)CNS(=O)(=O)/C=C/c1ccccc1)C(=O)Nc1ccc(S(=O)(=O)N2CCCC2)cc1 (centres undefined)	4.2%
COc1ccc(/C=C/C(=O)NC(C)(C)C)cc1S(=O)(=O)N1CCOCC1	-0.6%
CCN(CC)CCNCc1cc(Cl)ccc1OCc1ccccc1F	?
COc1ccc(-c2cnnn2-c2ccc(NC(=O)/C=C/c3ccc(OC)c(OC)c3)cc2)cc1	6.6%
COc1cccc(C2CC(c3cccs3)=NN2C(=O)CSc2nc3ccccc3o2)c1OC (centres undefined)	-2.3%
Cc1nnc(SCC(=O)Nc2ncc(S(=O)(=O)c3ccc([N+](=O)[O-])cc3)s2)s1	1.7%
NC(=O)NC(=O)COC(=O)c1ccc2c(c1)C(=O)N(Cc1ccccc1)C2=O	15.5%[57.5 µM]
COc1ccc2c(c1)C1=NN(/C(C)=C\C(C)=O)C(c3ccccc3)C1CC2 (centres undefined)	-1.8%
Cc1ccc(NC(=O)CN2CCC(C(=O)c3ccc(F)cc3)CC2)cc1	5.2%
COc1ccc(-c2csc(/C(C#N)=C\c3cccc([N+](=O)[O-])c3)n2)cc1	1.4%
O=C(NCCc1ccccc1)C(=O)NCC(c1ccco1)N1CCOCC1 (centres undefined)	-7.8%
Clc1ccc(CNCc2cccs2)cc1Cl	-6.4%
COC(=O)N1CCC2(CCCN(C(c3ccccc3)c3ccccc3)C2)CC1	7.0%
CC(C(=O)NCCN1C(=O)S/C(=C\c2cccs2)C1=O)N1C(=O)c2ccccc2C1=O (centres undefined)	-4.8%
CCOC(=O)C1=C(C)NC(SC)=C(C#N)C1CC(C)C (centres undefined)	3.5%[57.5 µM]
Cc1ccc(OCCCCNC2CCCCC2)c(C)c1	3.6%
COC(=O)CCC(=O)OC1(C)C(=O)C2=CN(CC3CC3)C(c3ccc(OC)cc3)=CC2=C(Br)C1=O (centres undefined)	3.3%[57.5 µM]
N#Cc1cnn(-c2ccccc2)c1NC(=O)CN1CCN(c2ccccc2)CC1	6.0%[57.5 µM]
CCC(O)c1c(-c2ccccc2)nn(C)c1Cl (centres undefined)	-1.8%
O=c1[nH]c(-c2ccc3c(c2)OCO3)nc2c1sc(=S)n2-c1ccccc1	4.2%
COC(=O)c1scc(C#N)c1N/N=C(\C#N)S(=O)(=O)c1ccc(Cl)cc1	-3.6%[57.5 µM]
Cc1ccc(Cl)cc1N1CCN(C(=O)CN(c2ccccc2)S(=O)(=O)N(C)C)CC1	-4.0%[57.5 µM]
COc1cc2c(cc1OC)C(c1cccs1)N(C(=O)c1cccc(S(=O)(=O)N(C)C)c1)CC2 (centres undefined)	-0.3%[57.5 µM]
COc1ccc(NC(=O)/C(=C\c2ccc3c(c2)OCO3)NC(C)=O)cc1	2.3%
CCOC(=O)/C=C1\SCC(=O)N1CC(=O)NCc1ccc(OC)c(OC)c1	-2.6%
COCCn1c(=NC(=O)c2cc3ccccc3oc2=O)sc2cc(S(N)(=O)=O)ccc21	-3.6%
COc1cccc(C=Nc2ccc(C)c(F)c2)c1O	6.0%
Cc1nc2ccc(NC(=O)c3ccc(S(=O)(=O)N(C)c4ccccc4)cc3)cc2s1	-4.1%
COc1ccc(CCNC(=O)C/C(C)=N/NC(=O)C23CC4CC(CC(C4)C2)C3)cc1OC	-4.9%
COc1ccc(/C=C(/NC(=O)c2ccccc2)C(=O)NC2CCS(=O)(=O)C2)cc1 (centres undefined)	1.4%
COc1ccc(/C=C/CN2CCN(Cc3ccccc3)C(CCO)C2)cc1 (centres undefined)	6.7%[57.5 µM]
O=[N+]([O-])c1cc(C(F)(F)F)ccc1Oc1cccnc1[N+](=O)[O-]	-7.4%
CC(C)(C)c1ccc(C(=O)NCC(=O)N/N=C/c2ccccc2OCC(=O)O)cc1	-7.9%
CN(C)S(=O)(=O)c1ccc(C(=O)NCc2nnc(SCC(=O)Nc3ccc(F)cc3)n2-c2ccc(F)cc2)cc1	-0.9%
Cn1nc(Cc2n[nH]c(=S)n2C)c2ccccc2c1=O	3.4%[57.5 µM]
CN(C)CCCN=Cc1c(O)n(Cc2ccc3c(c2)OCO3)c(=O)c2ccccc12	7.5%
CN(C)c1ccc(/C=N/NC(=O)CCc2c[nH]c3ccccc23)cc1	-6.5%
Cc1ccc(-c2nc(S(=O)(=O)c3ccc(F)cc3)c(SCC(=O)NCC3CCCO3)o2)cc1 (centres undefined)	-0.9%
CCCC[C@H]1C[C@@H]1[C@@H]1N(P(=O)(c2ccccc2)c2ccccc2)[C@](CO)(c2ccccc2)CC12CC2	-4.2%
COC(=O)c1cn(-c2ccc(F)cc2)c(=O)c2ccccc12	3.2%
COP(=O)(OC)c1nc(-c2cccc3ccccc23)oc1N1CCOCC1	5.1%
CC(C)CN(C)c1nc(N)c(C(=O)N=C(N)N)nc1Cl	12.2%
COc1ccc(-c2cc(Nc3ccccc3NC(=O)C(F)(F)F)n(CCC#N)n2)cc1	7.5%
Cc1cc(C)nc(N2CCC(C(=O)NNC(=O)Cc3ccccc3)CC2)n1	0.4%[57.5 µM]
CCOc1cc(S(=O)(=O)n2cnc(C)c2)ccc1Cl	31.4%
Cc1c(C)c(C)c(CN2CCSCC2)c(C)c1C	6.3%[57.5 µM]
COc1ccccc1NC(=O)CCc1nc2ccccc2s1	0.7%
CCn1c(=O)c2cc(C(=O)N3CCCC3)sc2c2ccccc21	-8.1%[57.5 µM]
C/C(=N/NC(=O)C1COc2ccccc2O1)c1ccco1 (centres undefined)	-11.5%
Cc1ccc(N=C2c3ccccc3C(=O)C2[N+](=O)[O-])cc1C (centres undefined)	-3.1%
